# Bioassay records: PubChem, several laboratories
# TDP2 inh: human TDP2 enzyme inhibitors, primary screen, biochemical, epi absorbance, recombinant enzyme. 0.34% of 370,000 active. T5PNP hydrolysis, p-nitrophenol absorbance 415 nm. inhibition, % at 12.8 µM;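 active = inhibition above the mean of all tested compounds plus 3 SD, set per campaign, cut at about 25% in these data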;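 also: 0% = DMSO with enzyme and 100% = buffer with substrate but no TDP2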
# Target sequence (O95551 whole entry, looked up): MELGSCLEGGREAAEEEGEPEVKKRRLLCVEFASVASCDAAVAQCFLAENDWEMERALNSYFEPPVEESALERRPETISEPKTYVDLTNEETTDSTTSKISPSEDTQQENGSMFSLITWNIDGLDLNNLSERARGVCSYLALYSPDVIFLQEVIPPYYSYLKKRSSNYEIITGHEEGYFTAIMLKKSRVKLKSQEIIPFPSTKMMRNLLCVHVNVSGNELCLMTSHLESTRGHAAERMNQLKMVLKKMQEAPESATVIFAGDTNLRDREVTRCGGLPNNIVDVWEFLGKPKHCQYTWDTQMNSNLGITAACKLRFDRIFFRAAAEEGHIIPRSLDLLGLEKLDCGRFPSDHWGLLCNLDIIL
#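 test system = human TDP2 enzyme | input = TDP2 enzyme at 120 nM final | medium = 50 mM Tris-HCl pH 7.5 with Mg2+, KCl, DTT, BSA | also added = T5PNP substrate, 5 mM | times = 2 h at 37 °C | technique = epi absorbance | benchmarks = high control without enzyme, low control DMSO plus TDP2 | replication = each compound tested once, singlicate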
# HTRA1 inh: HTRA1 serine protease inhibitors, primary screen, biochemical, fluorescence polarization, HTS. Q92743. recombinant HTRA1, FP-rhodamine activity-based probe. inhibition, % at 5.96 µM. 0.5% of 340,000 active; in the data active = inhibition above about 36%;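 also: 0% = enzyme with DMSO and 100% = wells lacking enzyme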
# Target sequence (Q92743 whole entry, looked up): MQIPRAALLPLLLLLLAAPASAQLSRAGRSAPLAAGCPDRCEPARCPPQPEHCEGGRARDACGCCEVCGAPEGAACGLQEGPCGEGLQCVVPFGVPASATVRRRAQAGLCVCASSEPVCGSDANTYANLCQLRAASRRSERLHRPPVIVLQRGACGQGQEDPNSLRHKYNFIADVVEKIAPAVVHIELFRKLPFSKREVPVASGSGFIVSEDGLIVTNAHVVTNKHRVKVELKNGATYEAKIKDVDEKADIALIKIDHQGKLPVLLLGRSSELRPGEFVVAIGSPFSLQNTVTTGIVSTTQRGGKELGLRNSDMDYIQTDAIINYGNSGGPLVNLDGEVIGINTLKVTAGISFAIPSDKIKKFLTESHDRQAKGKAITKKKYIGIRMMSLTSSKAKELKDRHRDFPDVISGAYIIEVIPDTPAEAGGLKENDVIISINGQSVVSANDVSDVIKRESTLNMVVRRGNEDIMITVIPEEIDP
# TCR CD3 inh: inhibitors of human TCR-CD3 interaction, primary screen, biochemical, fluorescence, TAMRA-labeled TCR probe; T-cell receptor (TCR); inhibition, % at 9.4 µM; 0.37% of 360,000 active; in the data active = inhibition above about 19%;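 also: recombinant mutant TCR 2C K166C tagged with TAMRA read by polarization; 0% = receptor in buffer alone and 100% = receptor with positive control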
# PRMT1 FP inh: PRMT1 methyltransferase inhibitors, primary screen, biochemical, fluorescence polarization. Protein arginine N-methyltransferase 1 (Homo sapiens), Q99873. inhibition, % at 2.79 µM. recombinant PRMT1, activity-based probe fluorescence polarization. 1.3% of 370,000 active;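 active = inhibition above about 21% made by adding two undisclosed values, limit read from the data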
# ABHD4 inh: ABHD4 inhibitors, primary screen, biochemical, fluorescence polarization, mouse; AID 720543, 2013; (Lyso)-N-acylphosphatidylethanolamine lipase (Mus musculus), Q8VD66; inhibition, % at 8.92 µM; purified mABHD4, FP-Rh probe fluorescence polarization; 0.54% of 370,000 active;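 active = inhibition exceeding the mean over every tested compound plus 3 SD, cut at about 30% in these data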;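 also: 0% = plate median of compound wells and 100% = S159A mutant with DMSO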
#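 Doses – 8.92 µM, single dose · Material – wild-type mouse ABHD4 protein · Replication – single well per compound (singlicate) · Measure – percent inhibition of probe binding, normalized to plate controls · Schedule – 45 min compound pre-incubation plus 60 min probe step, 25 °C · Detection – fluorescence polarization with parallel and perpendicular emission, 525/598 nm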
# MBD2 DNA inh: inhibitors of MBD2 binding to methylated DNA, primary screen, biochemical, TR-FRET, DNA-binding domain, human | MBD2 binding to methylated oligonucleotide | inhibition, % at 4.4 µM | 0.31% of 370,000 active; in the data active = inhibition above about 13%
# SIAE primary: human SIAE inhibitors, primary screen, biochemical, fluorescence polarization, FP-Rh probe, 1536-well HTS; 0.69% of 370,000 active; AID 1053197, 2014; SIAE FP-Rh probe binding; Sialate O-acetylesterase (Homo sapiens), Q9HAT2; inhibition, % at 9.66 µM;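 active = inhibition above a cutoff: mean of compounds within the control limits plus 3 SD of those, cut at about 17% in these data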;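 also: 0% = plate median of compound wells and 100% = probe without SIAE protein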
# LEDGF integ inh: blockers of LEDGF/p75-dependent integrase strand transfer – biochemical, TR-FRET, high throughput, primary screen; HIV-1 integrase (with human LEDGF/p75); TR-FRET IN-LEDGF/p75 DNA integration, Eu/Cy5; inhibition, % at 3.7 µM; 0.64% of 370,000 active; AID 743269, 2014;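 active = inhibition above the screen-wide mean plus 3 SD, cut at about 13% in these data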;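 also: signal is the Cy5 over europium emission ratio at 671 and 618 nm; 0% = plate median of compound wells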
# rCAG RNA binder: binders of r(CAG) RNA repeats, primary screen, biochemical, fluorescence. r(CAG) RNA repeat, TO-PRO-1 dye displacement fluorescence. inhibition, % at 3 µM. 1.3% of 370,000 active;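 active = inhibition above the plate cutoff, the mean of all test compounds on that plate plus 3 SD, cut at about 35% in these data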;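 also: 0% = DMSO alone and 100% = 100 µM mitoxantrone as full dye displacement; higher means more dye released from RNA so lower well fluorescence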
# GC-B act: human GC-B receptor activators, primary screen, HEK293 GC-B cells, cGMP TR-FRET, EC30 CNP | Atrial natriuretic peptide receptor 2 (Homo sapiens), P20594 | 0% at EC30 CNP, 100% saturating CNP | 0.11% of 370,000 active | activation, % at 10 µM;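 active = activation at 10 µM reaching about 35% in either raw or pattern-adjusted values, limit read from the data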
# The depositor's hits bear a star; . = not tested or not shown. This is a subset; count on the stated rates, not on these rows.
compound,ABHD4 inh,SIAE primary,rCAG RNA binder,HTRA1 inh,PRMT1 FP inh,LEDGF integ inh,MBD2 DNA inh,TCR CD3 inh,TDP2 inh,GC-B act
Brc1ccccc1/C=N/N1CCCCC1,4,4,0,4,-3,-2,1,3,-6,0
CN1CCN(C(=O)/C(=C/c2ccc(F)cc2)c2ccsc2)CC1,3,8,-5,6,2,-2,1,0,10,1
CN(CC(=O)Nc1cccc(S(=O)(=O)NC2=NCCC2)c1)Cc1ccccc1Cl,-3,-5,-5,-1,0,0,-3,8,5,0
CCOC(=O)N1CCN(C(=O)C[C@H]2C[C@@]3(C(=O)OC)C(=C[C@H](C(C)(C)C)O[C@@H]3C)N(Cc3ccco3)C2=O)CC1,-3,-2,-1,.,-2,2,-1,.,0,-1
COc1ccc(CNC(=O)NC2CCCCC2)cc1,5,-7,-2,6,1,3,2,-1,-14,3
CCOC(=O)[C@H]1[C@H]2COc3ccc(Br)cc3[C@@H]2N2C(=O)c3c(C)cc(C)cc3NC(=O)[C@@]12C,0,-12,3,-36,-3,1,-7,5,0,-10
Cc1cc[n+](CC2OCc3ccccc3CO2)cc1,-3,-8,0,-3,6,-1,-5,-8,-4,3
COc1cccc(C(=O)N[C@H](C(=O)N2CCC[C@H]2C(=O)NC2CCCC2)C2CCCCC2)c1,-4,-2,1,.,-8,1,-7,8,-11,0
O=C(CS(=O)(=O)c1cn(CC(=O)N2CCOCC2)c2ccccc12)NCc1ccccc1,1,-13,-3,3,1,-2,0,9,4,-9
O=C(c1ccc2ccccc2c1)N1CCCC1,0,-6,-4,3,2,-4,3,-4,1,8
O=C(NC12CC3CC(CC(C3)C1)C2)c1cccc([N+](=O)[O-])c1,-6,0,-2,-8,0,4,2,2,7,-3
O=C(OCC(=O)N1CCCC1=O)c1cc2ccccc2o1,-2,-4,2,4,1,-3,6,-7,6,-2
Cc1ccc(CN2C(=O)COc3cc(NS(C)(=O)=O)ccc32)cc1,-3,3,1,-7,-2,-2,0,6,8,4
O=C(CN1C(=O)/C(=C/c2ccccc2)SC1=S)NC1CCS(=O)(=O)C1 (centres undefined),-3,-6,4,10,4,-1,0,5,2,1
Cc1ccc(S(=O)(=O)N2CN(CC3CCCO3)c3nc4ccccc4nc32)c(C)c1 (centres undefined),0,10,7,-13,-2,5,0,-2,-9,-5
O=C(NNC(=S)Nc1ccc(F)c(Cl)c1)C1CC1,6,2,-1,8,3,-5,5,-3,6,0
COC(=O)c1ccc(NC(=S)NCCc2ccc(OC)cc2)cc1,-11,-1,4,-17,4,-3,-3,7,-1,6
Cc1ccc(Cc2c(-c3cccc(Br)c3)nc3ccc(Cl)cn23)cc1,3,-2,26,.,5,-3,2,-14,1,3
Cc1ccc(C)c2[nH]c(=O)c(CN(CC3CCCO3)C(=S)NCc3ccco3)cc12 (centres undefined),4,-1,-4,-26,2,-4,5,6,12,-3
Cc1c(C(=O)NCCCc2ccccc2)cccc1[N+](=O)[O-],0,1,-1,0,-2,2,-7,-1,0,3
Nc1nc(Oc2ccc(F)cc2)c(Br)c(=O)[nH]1,0,-9,3,2,-1,-2,4,0,-13,2
O=C(Cc1ccc(Cl)cc1)Nc1ccc(N2CCCC2)cc1,4,1,8,8,2,2,-2,3,0,-1
CC1CCC(NC(=O)CN(C)S(=O)(=O)c2cnc[nH]2)CC1 (centres undefined),1,-2,-6,1,-5,1,0,-1,3,-1
O=C(CCc1ccccc1)Nc1ccnn1C1CCN(Cc2ccc(OCCO)cc2)CC1,-1,2,-5,3,6,-3,-1,4,-7,2
CCOc1ccc(-n2c(N)c(C(=O)NCc3ccco3)sc2=S)cc1,6,-4,-6,7,6,-2,-2,1,0,-2
CC(=O)N1CCN(C(=O)CSc2ncnc3sc(C)c(C)c23)CC1,1,12,3,-2,5,1,-6,2,8,2
Cc1ccc(C=Nn2c(-c3n[nH]c4c3CCC4)n[nH]c2=S)s1,-4,3,15,.,29*,-3,7,.,-11,-3
CC1(C)C2C(Cl)(Cl)C2(C)c2ccccc2N1C=O (centres undefined),0,2,-2,.,1,1,-6,-4,2,3
COc1ccc2ccc(Oc3ncccn3)cc2c1,0,-1,-4,0,0,-2,-2,0,2,-1
CCOC(=O)C1(CCOc2ccccc2)CCN(Cc2ccc(C)o2)CC1,8,-3,-8,2,4,-4,5,1,3,-1
CCc1ccc(CN(C)C(=O)CCc2nnc(-c3ccc(-c4ccccc4)cc3)o2)nc1,-6,3,-5,-12,-1,0,-4,8,5,-10
O=[N+]([O-])c1ccc(Cl)c(S(=O)(=O)NCCc2ccccn2)c1,1,3,0,-2,1,3,-3,2,6,-3
O=C(Cn1c(NCCCO)nc2ccccc21)c1ccc(Cl)cc1,-1,2,2,5,2,1,1,2,-5,-5
O=C(O)c1ccc(NC(=O)c2cccs2)cc1,-4,5,2,-3,-3,3,3,-4,-9,5
O=C(Nc1cc(C(F)(F)F)ccc1N1CCOCC1)c1ccccc1,-7,-3,-7,-4,-2,-3,1,0,-1,2
CC(C)Oc1ccc(C2NC(=O)c3ccccc3O2)cc1 (centres undefined),-6,-5,0,0,-4,-1,-7,8,-9,-2
O=C(O)/C=C/C(=O)NC1CCC(CC2CCC(NC(=O)/C=C/C(=O)O)CC2)CC1 (centres undefined),1,3,5,4,2,3,-5,2,11,1
CC1CCN(S(=O)(=O)N2CCC(C(=O)O)CC2)CC1,1,-3,3,4,0,-1,-4,5,0,-1
CC(C)CC(=O)Nc1ccc(C(=O)Nc2cccc(O)c2)cc1,-3,-4,-1,-28,7,1,2,5,-12,-5
CC(COc1cccc(Br)c1)CN1CCC(C(O)(c2ccccc2)c2ccccc2)CC1 (centres undefined),9,4,3,.,-3,-3,3,.,0,3
CCOC(=O)C1(C(=O)OCC)Cc2c([nH]c3ccccc23)[C@]2(N1)C(=O)N(C)c1ccc(Br)cc12,-19,-14,3,.,-6,4,-8,.,-14,-19
Cc1ccccc1S(=O)(=O)N1C[C@H]2[C@H]3C(=O)N(C4CCCCC4)C(=O)[C@H]3CC(=O)[C@H]2[C@@H]1c1ccc(Cl)cc1,-15,-10,11,.,-6,3,0,6,6,-2
COc1cc(NC(=O)CSc2ncnc3sc4c(c23)CCCC4)c(C(=O)O)cc1OC,11,-3,67*,0,32*,-1,0,6,2,-1
COc1ccc(OC)c(N2C(=NC(=O)C3CCCCC3)SC3CS(=O)(=O)CC32)c1 (centres undefined),0,2,1,7,4,-3,3,41*,-8,-4
CN(CC(=O)Nc1cccc(Cl)c1)C1=NS(=O)(=O)c2ccccc21,-1,0,0,-5,-4,4,-4,-5,-7,4
Cc1[nH]n(-c2ccccc2)c(=O)c1C(c1ccccc1[N+](=O)[O-])C(C#N)C#N (centres undefined),42*,14,8,14,6,7,-3,4,75*,-2
O=C(N/N=C/c1cccc(OCc2ccccc2)c1)c1ccc(Br)o1,-58,-45,4,-80,-2,2,-2,10,-4,-1
CCOc1ccc(NC(=O)c2cc(C3CC3)nc3c2cnn3C(C)C)cc1OC,-1,0,2,-6,-2,3,-1,-2,1,2
COc1ccc(S(=O)(=O)N2CCC(C)CC2)cc1OC,-4,6,-5,1,-2,2,-5,4,-4,1
COc1ccc(N=c2sc3ccccc3n2C)cc1,2,3,-5,9,0,2,2,-8,4,-1
CCCCCn1ccc(=O)c2c(C(F)(F)F)nccc21,0,7,0,-5,-1,5,3,5,10,2
CN(C)NC(=O)c1ccsc1NC(=O)c1ccc(S(=O)(=O)N(C)C)cc1,-2,6,6,-1,4,-1,0,-7,-3,-5
CCc1nnc(NC(=O)CSc2nnc(COc3ccccc3)n2Cc2ccccc2)s1,-2,-3,0,8,1,-4,-4,1,-7,-2
Fc1ccc(-c2nc3ccc(Cl)cn3c2Cc2ccccc2C(F)(F)F)cc1,3,-5,38*,.,-1,-3,1,-9,12,12
O=C(COC(=O)c1cc2c(s1)CCC2)Nc1ccc(F)cc1,-1,-1,21,-6,6,8,15*,2,-5,-1
Nc1ccc(S(=O)(=O)N2CCOCCOCCOCCOCCOCC2)cc1,3,1,-2,2,1,3,0,1,2,1
O=C(c1ccc2c3c(cccc13)CC2)C1CCCN(C(=O)c2ccc(=O)[nH]c2)C1 (centres undefined),-2,-7,3,4,-2,0,-5,-6,-2,-1
Cn1c(Cn2c(=O)sc3ccccc32)nnc1SCC(=O)NCc1ccccc1Cl,0,10,-2,2,-4,-2,-3,-1,-4,-6
COC(=O)c1nnn(CC(=O)NC(=O)Nc2ccc(F)cc2)c1C(=O)OC,8,-7,0,1,0,-1,0,6,5,-6
COc1cc(OC)c(C(=O)N/N=C/c2ccoc2)cc1OC,3,-2,-3,0,-1,-2,1,5,-8,2

# Next compounds follow:
compound,ABHD4 inh,SIAE primary,rCAG RNA binder,HTRA1 inh,PRMT1 FP inh,LEDGF integ inh,MBD2 DNA inh,TCR CD3 inh,TDP2 inh,GC-B act
CN(CC(=O)OCC(=O)NC(=O)c1cccn1C)S(=O)(=O)c1ccc(Cl)cc1,0,-6,3,-2,0,2,4,-4,-1,2
CCc1c(C)nc2ncnn2c1Nc1ccccc1C,0,0,-5,-4,0,-2,-2,-6,-2,1
CCc1ccc(N2CCN(S(=O)(=O)CC34CCC(CC3=O)C4(C)C)CC2)cc1 (centres undefined),3,-5,-5,7,-3,0,0,10,-4,4
C[C@@H]1CN([C@@H](C)CO)C(=O)c2cc(NS(C)(=O)=O)ccc2O[C@@H](C)CCCCO[C@H]1CN(C)Cc1ccc2c(c1)OCO2,-2,2,0,-5,-7,1,2,2,5,0
COc1ccccc1C(=O)Nc1ccccc1SC(=O)c1ccccc1OC,-12,-21,1,-10,52*,-7,6,1,0,-11
